HTR5A inv ctr: HTR5A inverse agonism, opioid heterodimer counter-screen | HTR5A cell line, luminescence | inhibition, % at 9.3 µM | 0.083% of 340,000 active | AID 504634; in the data active = inhibition mostly above about 23%, no sharp cut-off; inactive = mostly below about 18%;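 also: 0% = cells with DMSO and 100% = no-cell wells with DMSO; some compounds called inactive have numbers as strong as hits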
Target sequence (P47898 whole entry, looked up): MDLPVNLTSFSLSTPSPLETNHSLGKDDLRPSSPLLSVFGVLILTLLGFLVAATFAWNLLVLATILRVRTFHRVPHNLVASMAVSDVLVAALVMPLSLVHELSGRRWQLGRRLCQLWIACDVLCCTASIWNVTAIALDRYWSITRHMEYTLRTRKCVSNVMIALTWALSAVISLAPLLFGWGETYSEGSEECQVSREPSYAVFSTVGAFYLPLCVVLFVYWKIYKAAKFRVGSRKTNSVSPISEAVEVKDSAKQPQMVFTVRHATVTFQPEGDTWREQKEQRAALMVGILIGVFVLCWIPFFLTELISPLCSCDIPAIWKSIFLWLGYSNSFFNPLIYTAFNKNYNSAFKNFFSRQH
V-ATPase pHluor: regulators of yeast V-ATPase proton transport; S. cerevisiae, pHLuorin cytosolic pH fluorescence; response, % at 10 µM; 0.37% of 350,000 active; AID 504577; in the data active = response mostly above about 7.3%, no sharp cut-off; inactive = mostly below about 5.4%; also: actives read high; inactives centre near 0; some compounds called inactive have numbers as strong as hits; reference of the scale not given here
C-LANA FP: inhibitors of KSHV LANA C-terminal domain DNA binding. MBP-C-LANA/FAM-LBS DNA binding, fluorescence polarization. inhibition, % at 9 µM. 0.078% of 340,000 active. AID 504423;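 active = highest replicate inhibition at or above 60% at 9 µM, even if other replicates fall short; inactive = all replicates below 60% inhibition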;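 also: 0% = neutral control wells and 100% = 4 µM acridine orange control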
OPRM1-OPRD1 ag: agonists of human mu-delta opioid receptor heterodimerization; P35372+P41143; cells, OPRM1-OPRD1 heterodimerization, luminescence; activation, % at 9.3 µM; 0.3% of 340,000 active; AID 504326; in the data active = activation above about 18%;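 also: 0% = vehicle-treated cells and 100% = reference agonist; values of inactives mirror those of a sister screen read the other way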
CAL PDZ FP: blocks peptide binding to the human CAL PDZ domain; inhibition, % at 24.9 µM; 0.92% of 300,000 active; purified CAL PDZ, TMR-peptide fluorescence polarization, 1 h; AID 602252;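 active = mean inhibition of at least 30% with at least half of replicates also reaching 30%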;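 also: 0% = DMSO neutral control and 100% = excess unlabeled competitor peptide PRC23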
HTR5A ag ctr: counter-screen for OPRM1-OPRD1 agonists: human HTR5A agonism; HTR5A agonist assay, luminescence, cell-based; activation, % at 9.3 µM; 0.61% of 340,000 active; AID 504692; in the data active = activation mostly above about 9.5%, no sharp cut-off; inactive = mostly below about 7.6%;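 also: 0% = cells with vehicle only and 100% = reference agonist; strong numbers were not always called active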
OPRM1-OPRD1 inv: inverse agonist of human OPRM1-OPRD1 heterodimerization; P35372+P41143; cell-based MOR-DOR heterodimer luminescence, inverse agonism; inhibition, % at 9.3 µM; 0.21% of 340,000 active; in the data active = inhibition above about 22%, passing the limit was not always enough;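 also: 0% = cells with DMSO and 100% = wells without cells with DMSO; values of inactives mirror those of a sister screen read the other way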
Keap1-Nrf2 PPI: Keap1-Nrf2 (human) interaction inhibition. Q14145. Keap1 Kelch-Nrf2 peptide fluorescence polarization, 1536-well. inhibition, % at 9.4 µM. 0.15% of 340,000 active. AID 504523; in the data active = inhibition above about 12%;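 also: human Keap1 Kelch domain with fluorescein labeled Nrf2 9mer peptide probe; 0% = neutral control wells and 100% = peptide positive control; higher means more block of Keap1 binding to Nrf2 peptide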
Target sequence (Q14145 whole entry, looked up, the tested form may be a part): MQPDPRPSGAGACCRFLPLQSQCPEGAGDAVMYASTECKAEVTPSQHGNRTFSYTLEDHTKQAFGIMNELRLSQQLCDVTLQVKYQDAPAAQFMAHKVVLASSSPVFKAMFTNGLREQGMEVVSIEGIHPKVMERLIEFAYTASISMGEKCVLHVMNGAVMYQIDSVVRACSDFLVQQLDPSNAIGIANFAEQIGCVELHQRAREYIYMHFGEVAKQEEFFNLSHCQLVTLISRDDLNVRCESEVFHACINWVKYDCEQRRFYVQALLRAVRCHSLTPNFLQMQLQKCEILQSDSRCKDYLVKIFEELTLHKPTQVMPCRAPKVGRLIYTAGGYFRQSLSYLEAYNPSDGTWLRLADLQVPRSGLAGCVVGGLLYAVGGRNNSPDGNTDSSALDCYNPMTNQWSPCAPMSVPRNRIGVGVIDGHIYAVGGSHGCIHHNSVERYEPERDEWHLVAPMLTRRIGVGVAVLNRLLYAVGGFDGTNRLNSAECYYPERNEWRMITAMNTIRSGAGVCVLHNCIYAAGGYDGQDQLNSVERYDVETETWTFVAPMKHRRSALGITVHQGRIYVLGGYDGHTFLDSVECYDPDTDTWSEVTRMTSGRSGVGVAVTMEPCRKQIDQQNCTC
RTF Ca sens inh: cardiac RTF calcium desensitization | IANBD-labeled cardiac RTF, Ca2+ fluorescence | inhibition, % at 7.15 µM | P19429+P45379 | 0.12% of 340,000 active;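 active = inhibition above the mean inhibition of all tested compounds plus 3 SD, cut at about 17% in these data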;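 also: assay run at fixed EC70 calcium of 1.6 mM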
RTF Ca sens act: increases calcium sensitivity of human cardiac regulated thin filaments | P19429+P45379 | IANBD-labeled TnC RTF fluorescence at EC20 calcium; 0% EC20 calcium, 100% full calcium | activation, % at 7.2 µM | 0.24% of 340,000 active;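 active = activation above the mean over all tested compounds plus 3 SD, cut at about 30% in these data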;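 also: rise in fluorescence read as greater calcium sensitivity of cardiac thin filaments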
Active calls of the source: *; · = not tested or not shown.

Under each structure: HTR5A inv ctr	V-ATPase pHluor	C-LANA FP	OPRM1-OPRD1 ag	CAL PDZ FP	HTR5A ag ctr	OPRM1-OPRD1 inv	Keap1-Nrf2 PPI	RTF Ca sens inh	RTF Ca sens act
Cc1ccc(S(=O)(=O)O/N=C2\CCCc3ccccc32)cc1
 : -12.6	12.4*	1.6	1.0	-1.5	8.0	-6.1	0.4	3.8	10.2
Cc1cc(OCC(=O)OCC(=O)N(C)Cc2ccccc2C)ccc1Cl
 : 1.9	3.3	-0.4	-0.9	·	3.5	3.5	-2.7	-5.3	-5.1
O=CN1CCc2scc[n+]2-c2ccccc21
 : -4.5	-2.4	1.6	-1.5	-8.7	1.5	7.6	-49.8	-3.5	-0.7
CCOC(=O)C1(Cc2ccc(OC)cc2)CCN(C(=O)CN2CCN(CC)CC2)CC1
 : -7.3	-0.7	-2.1	0.0	-2.2	2.7	-0.1	2.6	-18.3	-5.3
Cn1c(=O)c(=O)n(C)c2cc(S(=O)(=O)Nc3ccc4c(c3)OCCO4)ccc21
 : 0.2	0.5	0.4	1.7	-4.5	-0.1	-8.4	-4.5	-2.7	-0.1
CN(C(=O)COC(=O)c1cc(-c2ccc(Cl)s2)nc2ccccc12)C1CCS(=O)(=O)C1 (configuration not stated)
 : -11.0	12.1*	4.6	-1.1	·	-1.2	5.3	5.3	-3.9	-0.1
O=C(O)c1cccc(S(=O)(=O)Nc2cccc(S(=O)(=O)Nc3ccc(Br)cc3)c2)c1
 : 20.8	5.6	0.3	-0.8	-8.4	-8.5	3.9	-0.2	-0.9	-5.5
O=C(Cn1cc2c(n1)CCCC2)NCCc1ccccc1
 : 10.5	-4.9	2.3	-1.9	·	-3.8	9.7	-1.5	-6.2	9.0
CCC(C)c1ccc(OCCN2CCCC2)cc1 (configuration not stated)
 : 8.4	0.1	2.7	-1.3	-2.8	0.8	7.0	-2.3	-0.4	-2.4
CC(C)(C)OC(=O)[C@H](Cc1ccccc1)NC(=O)c1nc[nH]c1C(=O)N1CCNCC1
 : -7.2	0.3	-1.0	-3.0	1.2	0.5	16.6	-6.9	-4.9	6.3
Cc1ccc2[nH]c(=O)c(CN(Cc3ccco3)C(=O)c3ccncc3)cc2c1
 : -1.6	-1.8	0.3	-0.7	4.1	3.1	3.5	2.7	4.3	4.6
CC1CCCCC1NC(=S)Nc1ccc(Cl)cc1Cl (configuration not stated)
 : -7.9	0.6	0.9	12.1	-4.3	3.1	-55.4	-1.4	10.7	7.2
Cc1ccc(N(CC(=O)NC(C)c2ccccc2)S(=O)(=O)c2cccs2)cc1 (configuration not stated)
 : -12.8	-0.4	-1.7	12.9	0.8	1.4	-73.5	-3.1	4.0	-4.5
CCN(C#N)c1nc(NC(C)C)nc(NC(C)C)n1
 : 17.5	-3.2	-0.8	-1.1	0.6	0.2	5.9	1.6	-4.5	1.9
Cc1cccc(-c2c3c(=O)n(C)c(=O)n(C)c3cn2C2CCCCC2)c1
 : -19.6	3.2	-1.9	-1.1	3.0	0.9	5.8	-5.5	-4.4	3.8
O=C(O)CCN1C(=O)/C(=C\c2cccc(OCC(=O)Nc3ccc(Cl)cc3)c2)SC1=S
 : 9.0	-0.7	-0.7	-2.7	-2.0	0.4	13.9	3.9	4.1	-4.5
Cc1ccc(NC(=O)CSCC(=O)NCCc2ccccn2)c(C)c1
 : 11.7	3.8	-0.8	-1.1	·	6.2	5.9	-5.8	-1.3	1.8
CCOc1ccccc1CN1CCC(CO)(CCOc2ccccc2)CC1
 : -7.8	·	0.4	0.6	-0.8	-0.3	-4.3	0.2	7.3	-1.9
CCCN(CC(=O)Nc1ccccc1OC)C(=O)CNC(=O)c1ccc(C)s1
 : -15.9	3.5	0.4	-3.1	-2.1	-1.1	15.2	-1.6	5.5	5.1
O=C(COc1ccc(Cl)cc1)NCC(=O)N/N=C/c1cccs1
 : 21.8	5.5	-0.7	-1.0	·	-0.9	5.2	0.7	-12.0	6.2

Additional compounds follow:
Under each structure: HTR5A inv ctr	V-ATPase pHluor	C-LANA FP	OPRM1-OPRD1 ag	CAL PDZ FP	HTR5A ag ctr	OPRM1-OPRD1 inv	Keap1-Nrf2 PPI	RTF Ca sens inh	RTF Ca sens act
COc1ccc(OC)c(C(c2c(C)[nH][nH]c2=O)c2c(C)[nH][nH]c2=O)c1
 : 14.2	-3.2	0.4	-1.6	-4.5	-3.8	7.3	-4.0	1.7	-6.9
CCCCC(=O)N/N=C/c1sccc1C
 : -0.6	-1.0	-0.2	-0.4	0.6	5.6	2.2	2.2	8.1	-0.3
CC(C)CC(COCc1ccc(C(F)(F)F)cc1)N1CCN(C(=O)c2ccc(C(F)(F)F)cc2)CCC1=O (configuration not stated)
 : -0.3	1.1	1.0	-0.2	-1.1	1.8	1.1	-0.7	2.4	-7.4
CN(CC(=O)Nc1ccc(F)c(F)c1F)C(=O)CCCSc1nc2ccccc2[nH]1
 : -0.9	9.5	0.3	1.1	-0.9	6.1	-5.7	-5.0	-13.7	-3.1
O=C(Nc1ccccc1)C1=C[C@@H](c2ccc(C(F)(F)F)cc2)C[C@@H](OCCCCO)O1
 : -26.1	2.2	-0.3	5.0	1.7	9.7	-29.3	-7.5	-9.2	-0.3
CCC(CC)C(=O)N1CC(=O)Nc2ccc(F)cc2C1c1ccccc1 (configuration not stated)
 : -3.2	-0.8	0.3	-0.9	-2.8	0.9	4.3	4.0	-5.9	9.1
S=C(NCc1cccnc1)Nc1ccc(Oc2ccccc2)cc1
 : 0.0	1.1	-1.8	0.9	1.2	5.6	-5.9	3.7	-11.6	-2.6
COc1ccc(OC)c(C(C(=O)NC2CCCCC2)N(C(=O)c2snc(C(N)=O)c2N)c2ccccc2OC)c1 (configuration not stated)
 : -8.1	-4.4	-0.4	-2.0	-4.5	3.9	10.6	2.0	-3.4	-3.5
CCOC(=O)C1CCCN(C(=O)c2cc3ccc(OC)cc3[nH]2)C1 (configuration not stated)
 : -2.9	-1.3	1.6	-3.0	-6.4	0.8	13.2	-6.1	-3.9	-5.4
O=C(O)c1cccc(Nc2c([N+](=O)[O-])c(=O)oc3ccccc23)c1
 : -31.9	-5.2	-0.1	-2.6	6.9	1.2	13.5	2.5	-3.7	2.8
CCn1cc(/C=C/c2cc[n+](C)cc2)c2ccccc21
 : -4.2	-0.5	-22.2	-0.6	-6.7	1.2	2.5	-185.8	-427.2	370.8*
O=C(N=C1SC2CS(=O)(=O)CC2N1Cc1ccccc1Cl)C1CCCO1 (configuration not stated)
 : 20.4	-0.3	-2.1	-2.6	-2.9	-2.7	13.4	-3.8	-4.3	-3.7
CC(C)Oc1ccc(C(=O)Nc2nnc(SCC(=O)N3CCOCC3)s2)cc1
 : -8.4	-4.5	0.5	-0.9	0.8	3.2	4.7	-3.9	-3.0	2.4
COc1ccc(OC)c(Nc2nc(-c3sc(NC(=O)C(C)(C)C)nc3C)cs2)c1
 : -25.4	-0.2	-2.3	-1.5	0.9	4.0	6.9	-6.1	-9.3	-10.0
O=C(N/N=C/c1c(F)cccc1Cl)c1cc(C2CC2)[nH]n1
 : -0.9	-1.2	-1.0	-3.4	-0.7	0.2	17.9	-0.9	0.7	-5.2
COc1ccccc1N1CCN(C(=O)CCC(=O)Nc2nnc(CC(C)C)s2)CC1
 : -17.2	1.7	0.4	-1.2	0.3	1.1	6.4	4.0	-7.6	-4.5
CCOC(=O)C1CCN(C(=O)COC(=O)c2cccc(F)c2)CC1
 : 1.8	0.0	-0.6	-1.0	4.4	3.5	6.9	0.2	1.7	-8.7
CCN(CC)CC(O)COc1ccc2c(c1)OCO2 (configuration not stated)
 : -1.1	0.8	-2.5	-2.3	-2.6	0.4	9.4	-6.5	-1.8	-2.3
CC(=O)c1ccsc1-c1c(C)cc2oc(=O)cc(-c3ccccc3)c2c1C
 : -6.1	5.4	-2.6	-0.4	-5.3	1.6	1.8	-4.7	-5.8	1.0
COc1ccc(CN(C)CC(=O)NC2CCCc3ccccc32)cc1OC (configuration not stated)
 : 14.7	-1.1	0.1	-1.3	·	-1.6	6.7	1.8	0.6	-2.3

Next part.
Under each structure: HTR5A inv ctr	V-ATPase pHluor	C-LANA FP	OPRM1-OPRD1 ag	CAL PDZ FP	HTR5A ag ctr	OPRM1-OPRD1 inv	Keap1-Nrf2 PPI	RTF Ca sens inh	RTF Ca sens act
CC(=O)Nc1ccc(S(=O)(=O)N2CCN(CC(=O)NC3CCCC3)CC2)cc1
 : 15.8	-1.1	-0.6	3.9	4.3	-0.2	-23.3	-3.5	-12.1	12.6
Cc1ccc(C)c(NC(=O)CSc2nnc(CSc3nc(C)cc(C)n3)n2Cc2ccco2)c1
 : 9.0	-2.0	-0.6	-1.3	-0.9	-3.0	7.8	-2.8	-17.5	-5.6
CC1(C)CC(=O)C=C(Nc2ccc(C(=O)O)c(O)c2)C1
 : 4.1	-1.1	0.4	-2.4	-4.8	-1.1	14.0	0.0	1.7	2.6
COc1ccc(N2CCN(C(=O)Cc3ccc(S(=O)(=O)N4CCOCC4)s3)CC2)cc1
 : 3.2	-1.3	-1.0	0.0	-0.8	-1.2	0.0	-2.6	13.6	1.3
CCCCCc1nnc(NC(=O)c2ccc3nc[nH]c3c2)s1
 : 1.9	3.9	2.4	0.0	2.6	-0.7	-0.1	1.1	-6.6	-2.7
Cc1cc(C(=O)CSc2nnnn2-c2ccccc2)c(C)n1-c1ccc2c(c1)OCO2
 : 11.5	1.0	2.1	-2.1	-2.7	-4.3	12.6	0.3	3.5	-2.1
C=CCn1c(SCC(=O)NCC(c2ccccc2)N(C)C)nnc1C1CCCCC1 (configuration not stated)
 : 7.8	-0.8	-0.6	4.6	-4.8	-3.1	-18.0	-0.6	-8.0	-6.0
COC(=O)c1ccc(CSc2nc3ccc(S(=O)(=O)N4CCOCC4)cc3[nH]2)cc1
 : -8.5	-3.5	-0.9	-3.5	-5.8	2.3	16.8	-1.4	-7.8	5.5
COc1cc(C(=O)NCc2nnc(SCC(=O)NC3CCCC3)o2)cc(OC)c1OC
 : -0.7	-0.2	-1.6	-2.2	5.6	-3.2	11.3	-0.3	-2.5	-7.0
CN(C(=S)Nc1ccc(Oc2ccccc2)cc1)C1CCCCC1
 : 4.5	-2.0	-0.2	1.2	-1.9	-1.8	-7.6	4.7	5.8	-5.1
Cc1cc(C)cc(NC(=O)N(CCC#N)Cc2cccs2)c1
 : -2.2	2.6	-0.8	-4.2	-1.4	-7.4	21.3	-0.4	-2.3	-1.8
O=C(CCNC(=O)c1ccc([N+](=O)[O-])cc1)Nc1ccccc1N1CCCCC1
 : -11.7	2.9	0.2	3.9	-1.6	3.3	-25.7	-2.6	-15.7	-2.3
CCN(CC(=O)NC(C)(C)C)C(=O)COc1c(Cl)cc(Cl)c2ccc(C)nc12
 : -22.6	1.4	2.1	-2.6	3.0	0.3	13.0	-4.8	-2.2	0.4
COc1cc(-c2nc(-c3ccccc3)c(-c3ccc(F)cc3)[nH]2)cc2c1OCO2
 : 9.1	-0.9	0.3	9.3	-1.0	13.1	-49.7	-3.2	6.5	-0.6

3 compounds out of the list above, sorted by their value in Keap1-Nrf2 PPI, highest first:
smiles | Keap1-Nrf2 PPI
CN(C(=S)Nc1ccc(Oc2ccccc2)cc1)C1CCCCC1 | 4.7
Cc1ccc(C)c(NC(=O)CSc2nnc(CSc3nc(C)cc(C)n3)n2Cc2ccco2)c1 | -2.8
CC(=O)Nc1ccc(S(=O)(=O)N2CCN(CC(=O)NC3CCCC3)CC2)cc1 | -3.5
